Screening data (PubChem)
D2 ag: D2 dopamine receptor (human) agonism; P14416; HEK293 T-REx D2 cells, calcium flux agonist mode; activation, % at 2 µM; hit rate 0.53% among 340,000;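 active = activation over 3 SD above normal in the single-dose calcium agonist read, cut at about 30% in these data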; note: 0% is about no effect
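Calcium-flux readout, 1 cycle/sec over 180 s following compound pin transfer, in inducible HEK293 Trex D2 cells (force-coupled); dopamine controls included. Positive calcium responses during this window marked compounds as potential agonists.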
TRHR ag: activates the human TRH receptor. P34981. hit rate 0.18% among 360,000. TRHR cells, calcium flux fluo-8, FDSS agonist mode. activation, % at 2 µM; in the data active = activation above about 30%; note: 0% is about no effect
Target sequence (P34981 whole entry, looked up): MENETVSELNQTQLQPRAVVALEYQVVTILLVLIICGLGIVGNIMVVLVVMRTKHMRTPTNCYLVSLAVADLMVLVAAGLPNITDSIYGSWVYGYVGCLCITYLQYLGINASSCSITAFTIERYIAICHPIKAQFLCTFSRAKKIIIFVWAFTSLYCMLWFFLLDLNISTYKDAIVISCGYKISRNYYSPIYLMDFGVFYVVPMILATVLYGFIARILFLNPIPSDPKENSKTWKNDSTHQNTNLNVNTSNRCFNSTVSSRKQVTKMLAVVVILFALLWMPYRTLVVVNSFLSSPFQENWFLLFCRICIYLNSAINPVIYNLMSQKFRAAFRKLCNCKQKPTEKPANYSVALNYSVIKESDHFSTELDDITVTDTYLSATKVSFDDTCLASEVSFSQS
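Fluo-8-loaded TRHR cells; 10 s baseline, compound added, kinetic Ca2+ fluorescence read 1/s, agonist mode.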
D2 antag: D2 dopamine receptor (human) antagonism; P14416; HEK293 TREx D2 cells, calcium flux, dopamine EC80; inhibition, % at 10 µM; hit rate 2% among 340,000; in the data active = inhibition above about 30%; note: 0% is about no effect
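Calcium mobilization kinetics were recorded at 1 s intervals in tetracycline-induced HEK293 T-REx D2 cells, first for 180 s after compound addition and then 180 s after EC80 dopamine.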
PI4K2A inh: PI4K2A (human) kinase inhibition; purified PI4K2A, ADP-Glo luminescence, 1 h; hits give low values; activity change, negative = inhibition, % at 76.9 µM; hit rate 0.13% among 420,000; AID 1346378; in the data active = activity change below about -50%; inconclusive = mostly about -30% to -49%;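 note: -100% = wells without enzyme as full effect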
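PI4K2A activity was measured by ADP-Glo luminescence: enzyme (4 ug/mL stock) and phosphatidylinositol (1.2 mM stock) in Tris pH 7.5/MgCl2/EGTA/Triton X-100 buffer were reacted with ATP (300 microM stock) for one hour at ambient temperature.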
TrxR1 inh: inhibitors of rat thioredoxin reductase 1. O89049. recombinant rTrxR1, NADPH fluorescence consumption, selenite substrate. Potency, µM (doses to about 114 µM), inactives show at the top dose activity change, negative = inhibition, actives largely listed as inhibitors. hit rate 1% among 390,000. AID 588453; note: potency is the fitted concentration of half-maximal effect; % is set by controls: 0 for no effect and ±100 for the full control effect; nearly all actives have a fitted effect of over 65% in size
Target sequence (O89049 whole entry, looked up): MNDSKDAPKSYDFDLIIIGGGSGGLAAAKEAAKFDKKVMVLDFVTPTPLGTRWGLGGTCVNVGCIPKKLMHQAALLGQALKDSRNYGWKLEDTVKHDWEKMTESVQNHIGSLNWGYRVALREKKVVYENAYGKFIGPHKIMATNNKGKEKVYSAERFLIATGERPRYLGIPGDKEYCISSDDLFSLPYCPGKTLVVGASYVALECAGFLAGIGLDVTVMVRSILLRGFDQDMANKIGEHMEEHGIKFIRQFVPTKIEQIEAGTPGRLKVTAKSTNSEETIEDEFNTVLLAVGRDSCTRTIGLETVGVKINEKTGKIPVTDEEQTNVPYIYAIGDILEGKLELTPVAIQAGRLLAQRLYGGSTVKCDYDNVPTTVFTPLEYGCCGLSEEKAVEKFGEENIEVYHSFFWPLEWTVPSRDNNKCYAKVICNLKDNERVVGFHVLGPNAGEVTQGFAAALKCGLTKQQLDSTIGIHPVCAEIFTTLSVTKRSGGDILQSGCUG
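Rat TrxR1 (90 nM in the dispensed reagent) was pre-reduced with 400 uM NADPH for 5 min at room temperature, then incubated with compound for 15 min. After 400 uM selenite was added, NADPH fluorescence (Ex 340/Em 450 nm) was followed for 8 min.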
TRHR enhancer: allosteric enhancers of human TRH receptor; TRHR cells, fluo-8 calcium fluorescence, EC20 TRH enhancement; enhancement, % at 2 µM; hit rate 0.66% among 360,000; AID 493056; in the data active = enhancement above about 30%; note: 0% is about no effect
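TRHR-expressing cells loaded with fluo-8 calcium dye were read kinetically (ex 480/em 530) during compound addition, then stimulated with an EC20 of TRH (10 nM final). Enhancement of the Gq-mediated intracellular calcium response was scored.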
USP1 inh: blocks the human USP1/UAF1 deubiquitinase complex; O94782; recombinant USP1/UAF1, Ub-Rhodamine cleavage fluorescence; Potency, µM (series often up to 57.1 µM), without a hit: at the highest dose activity change, negative = inhibition, usual class: inhibitors; hit rate 0.23% among 390,000; note: potency is the fitted concentration of half-maximal effect; % is set by controls: 0 for no effect and ±100 for the full control effect; nearly all actives have a fitted effect of over 60% in size; inactives centre near -12
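High-throughput fluorogenic screen: 1nM USP1/UAF1 complex, Ub-Rho substrate 150nM final, 50mM HEPES pH 7.8 with 0.5mM EDTA, 0.1 mg/ml BSA, 1mM TCEP and 0.01% Tween-20.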
mIDH1 inhibitor: blocks human mutant IDH1 R132H enzyme; O75874; IDH1-R132H enzyme, NADPH consumption, diaphorase/resazurin fluorescence; Potency, µM (titrated, usually from 76.6 µM), without a hit: top-dose activity change, negative = inhibition, hits mostly inhibitors; hit rate 0.093% among 390,000; note: potency is the fitted concentration of half-maximal effect; % is set by controls: 0 for no effect and ±100 for the full control effect; nearly all actives have a fitted effect of over 65% in size
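IDH1-R132H (0.5 ug/mL) preincubated 30 min with compound, then NADPH (0.016 mM) and alpha-KG (2 mM) added; 80 min at RT, pH 7.5. Remaining NADPH coupled via diaphorase/resazurin to fluorescence (540/590 nm); concentration-response curves normalized to no-enzyme control.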
TrxR1 substrate: is turned over as a substrate by rat TrxR1 | O89049 | Potency, µM (series often up to 114 µM), without a hit: at the top dose activity change, negative = substrate turnover | hit rate 0.01% among 390,000 | AID 588456 | purified TrxR1 substrate turnover, NADPH consumption readout; note: potency is the fitted concentration of half-maximal effect; % is set by controls: 0 for no effect and ±100 for the full control effect; nearly all actives have a fitted effect of over 50% in size
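Rat TrxR1, dispensed at 90 nM, was prereduced with 400 uM NADPH (final) for 5 min at ~22 deg C, then incubated with compound 15 min before 400 uM selenite. A first-read NADPH fluorescence drop versus no-compound background flagged substrates.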
Starred values were filed as active, the others as inactive; u = inconclusive; x = not tested or not shown; & = joins results of further samples; [ ] = dose if it differs, or a comment. Unless noted, calls come from the whole dose curve; as a rule, active = well fitted inhibition curve with a large enough effect; inconclusive = small, poorly fitted or top-dose-only effect; inactive = no such curve, though single readings can be large or run the other way.

SMILES | D2 ag | TRHR ag | D2 antag | PI4K2A inh | TrxR1 inh | TRHR enhancer | USP1 inh | mIDH1 inhibitor | TrxR1 substrate
CC(=NO)C1CCC2C3CCC4CC(=NO)CCC4(C)C3C(C)(O)CC12C (stereo unspecified) | x | x | x | -1.3 | 6.0%[11.4 µM] | x | -21.7% | 2.9% | 8.6%[57.1 µM]
CC(C)c1ccc(N(CC(=O)NCCCN2CCOCC2)S(=O)(=O)c2ccccc2)cc1 | -0.5 | 0.0 | -12.8 | 2.0 | 19.2%[57.1 µM] | 48.0* | -14.2% | 3.8% | 5.4%
NNC(=O)COc1cccc(Oc2ccccc2)c1 | 0.3 | 0.3 | -0.4 | 3.1 | -14.6% | 25.4 | -8.1% | 0.1% | -14.3%
CCCCOc1ccc(-c2[nH]ncc2C=O)cc1 | -0.5 | -0.8 | -3.5 | -0.3 | 11.4%[57.1 µM] | 2.3 | -24.3% | -2.2% | 8.9%[57.1 µM]
O=C(c1nc2ccccn2c1CNCCCn1ncc2ccccc21)N1CCCC1 | 1.1 | 1.0 | 7.5 | 2.6 | u | -3.6 | -11.1% | 0.9% | 2.3%
Cc1cc2oc(C(=O)Nc3ccc(S(N)(=O)=O)cc3)c(C)c2cc1Cl | -0.3 | 2.2 | 17.9 | 0.5 | 24.9% | -2.1 | -15.6% | -2.4% | 2.5%
C=CCn1c(-c2cc(Cl)ccc2OC)n[nH]c1=S | -0.3 | 0.7 | -4.0 | -8.1 | -1.2%[57.1 µM] | 2.1 | -2.4% | -3.8% | 8.7%[57.1 µM]
O=C(OCC(=O)N1CCCC1)c1cccs1 | 0.8 | 1.5 | 15.3 | -5.9 | -2.5% | -1.7 | -8.4% | 2.7% | 1.3%
Cc1ccc(CC(CC(=O)O)C(=O)NCc2ccccc2)cc1 (stereo unspecified) | x | -0.3 | x | 2.6 | 8.3%[57.1 µM] | -8.8 | -14.2% | -4.0% | 7.5%[57.1 µM]
Cc1cccc(NS(=O)(=O)c2cccc(C(=O)NCC(C)(C)N3CCOCC3)c2)c1 | -1.3 | -0.5 | 17.1 | -7.9 | -0.5% | 8.8 | -1.0% | -7.4% | -3.9%
COc1ccc(CCNC(=O)c2cc(S(=O)(=O)N(C)C)ccc2N2CCCC2)cc1OC | 0.3 | -0.2 | -29.9 | -2.7 | -22.8% | -9.9 | -6.0% | 2.5% | -14.0%
CC(=O)Cn1c(=O)oc2ccccc21 | x | 0.2 | x | 1.8 | 7.0% | -0.3 | 2.9% | -6.9% | 2.5%[57.1 µM]
CCOc1ccc(S(=O)(=O)N(C)CC(=O)NCCN2CCOCC2)cc1 | 0.4 | -0.2 | -7.3 | -3.0 | 25.0% | 3.7 | u | 9.1% | 3.1%
Brc1ccccc1CN1CCC(N2CCCCC2)CC1 | 0.6 | -0.4 | 2.6 | 4.6 | 19.0% | 6.4 | 3.5% | -0.4% | 0.0%
CC(C)c1ccc(NC(=O)C(Cc2ccccc2)n2cccc2)cc1 (stereo unspecified) | x | 1.1 | x | 1.7 | 10.4% | -4.5 | -19.7% | -0.6% | -2.3%
CC(Nc1c([N+](=O)[O-])c(=O)oc2ccccc12)C(Cl)c1ccccc1 (stereo unspecified) | 0.0 | -1.7 | 10.3 | 4.3 | -3.8% | -2.5 | -0.1% | 19.4% | 1.1%
CCC(NC(=O)c1oc2ccccc2c1COC)c1ccc(OC)cc1 (stereo unspecified) | -0.9 | -0.8 | -14.6 | 4.7 | 16.7% | 0.8 | -25.6% | 4.0% | 1.0%
COC(=O)c1ccc(Cl)c(NC(=O)CN(c2ccccc2)S(=O)(=O)c2ccc(OC)cc2)c1 | 1.3 | 1.7 | 4.5 | 3.4 | -1.3% | 1.1 | -0.9% | 15.3% | -10.4%
CCS(=O)(=O)N1Cc2ccccc2CC1C(=O)Nc1ccccc1OC (stereo unspecified) | 0.4 | -0.8 | 6.2 | 6.5 | 12.8% | 4.9 | -18.0% | 5.5% | 4.0%
O=C(NC1CCCCC1)NC1CCN(CC(=O)N2CCOCC2)CC1 | 0.0 | 0.2 | -1.9 | 26.3 | 20.2%[57.1 µM] | 3.5 | 0.7% | 16.1% | 9.4%[57.1 µM]
Cc1ccc(NC(=O)CN2C(=O)NC3(CCCCC3)C2=O)cc1S(=O)(=O)N1CCOCC1 | x | x | x | 3.2 | 13.2%[11.4 µM] | x | -5.2% | -1.2% | 3.6%[11.4 µM]
CCN(CC)CCNC(=O)c1ccc(-n2c(-c3ccccc3)cc3c2CCCC3)cc1 | -0.7 | 0.6 | x | 0.0 | 18.6% | -12.6 | -17.4% | 3.4% | -5.8%
CCOC(=O)C1CCCN(CC(=O)c2ccc(F)cc2)C1 (stereo unspecified) | 0.6 | 0.3 | -12.0 | -11.3 | -9.7%[57.1 µM] | -0.9 | -19.5% | -3.9% | 4.9%[57.1 µM]
CN(c1ccccc1)S(=O)(=O)c1ccc(C(=O)NNC(=O)c2ccccc2)cc1 | 0.0 | -0.8 | -21.3 | 5.2 | 0.8% | -4.1 | -21.6% | 2.0% | -8.1%
COc1cc(Nc2cc(C)nc3ncnn23)cc(OC)c1OC | -0.2 | -0.1 | 31.9* | 4.5 | 1.9%[57.1 µM] | -24.8 | -17.8% | 10.6% | -9.4%[57.1 µM]
O=C(CCN1CCCCC1)NNC(=S)NC(=O)c1ccc(Br)cc1 | -0.7 | -0.9 | -11.0 | 2.6 | 6.1%[57.1 µM] | -1.0 | -21.8% | 6.2% | -6.2%[57.1 µM]
CC/C(=C\C(=O)c1ccncc1)Nc1ccc(O)cc1 | -1.5 | -0.1 | 17.4 | -50.3* | 7.4%[57.1 µM] | 17.4 | -5.8% | 3.4% | 3.6%[57.1 µM]
COc1ccc(-n2c(CCC(=O)O)ccc2-c2ccccc2)cc1 | -0.2&-0.4 | 0.2&-0.2 | -19.5 | 3.7&-2.3 | -9.0%&22.5%[57.1 µM] | 3.9&19.0 | -16.3%&-11.8% | 14.7%&8.4% | 1.2%&6.2%[57.1 µM]
COc1ccc(/C(N)=N/OC(=O)c2ccco2)cc1OC | 0.5 | 1.3 | -5.5 | -8.0 | 22.3%[57.1 µM] | 2.2 | -8.3% | 3.0% | 4.7%
CCOC(=O)C1(Cc2cccc(Cl)c2)CCCN(C(=O)c2cc(C)n(C)n2)C1 (stereo unspecified) | -1.5 | 0.0 | 2.3 | 1.3 | 3.4% | -5.2 | -11.1% | -6.9% | -1.9%
COc1ccc(CCNS(=O)(=O)c2ccc3c(c2)NC(=O)CCS3)cc1OC | -0.6 | 0.0 | 8.4 | 0.7 | 18.6% | -2.5 | -17.6% | 0.0% | 4.4%
O=C(O)c1cccc(NC(=S)NC(NC(=O)c2ccccc2[N+](=O)[O-])C(Cl)(Cl)Cl)c1 (stereo unspecified) | 1.5 | 0.8 | 2.8 | 0.0 | -16.3% | -4.8 | -12.9% | -6.6% | -5.8%
COc1cc(NC(=O)c2ccco2)c(OC)cc1NC(=O)CCC(=O)Nc1cccc(C)c1C | -0.8 | -0.4 | 12.0 | -3.4 | 4.9%[57.1 µM] | 2.7 | -12.2% | -0.1% | 3.4%[57.1 µM]
COc1ccccc1C(=O)NCC(=O)NCCc1ccc(Cl)cc1 | 2.0 | -0.3 | -7.1 | 1.3 | 8.3% | -0.8 | u | -4.5% | 3.3%
COc1ccc(S(=O)(=O)N(C)C)cc1NCC(=O)Nc1cccc2ccccc12 | x | x | x | 5.4 | 8.6% | x | -9.0% | 1.6% | 5.6%
CC(C)(C)NC(=O)COc1ccc(S(=O)(=O)N2CCCC2)cc1 | -1.4 | 0.6 | -17.5 | -1.8 | 31.0% | 5.0 | -4.3% | -3.8% | 2.1%
COc1cccc(OC)c1C(=O)Nc1cccc2c1CCCC2 | 0.4 | -0.1 | 19.4 | -16.6 | 21.0% | 16.1 | -21.4% | -1.0% | 7.2%
C=C1CCN([C@@H](CC(C)C)C(=O)Nc2ccc(OC)cc2)S(=O)(=O)c2ccccc21 | x | x | x | 2.6 | 8.7%[57.1 µM] | x | -20.0% | -6.6% | 4.4%[57.1 µM]
CCCS(=O)(=O)N1CCN(Cc2ccncc2)CC1 | x | 0.2 | x | 0.5 | 11.9% | 5.4 | -9.9% | -1.5% | 4.8%
O=C(Nc1c2ccccc2nc2ccccc12)C(Cl)(Cl)Cl | x | x | x | -3.2 | 50.7%[activator] | x | -24.7% | 1.0% | 487.6%[activator]
O=[N+]([O-])c1cc(S(=O)(=O)NCCN2CCOCC2)ccc1Sc1nnnn1-c1ccccc1 | 0.3 | 1.3 | -4.4 | 4.6 | 20µM* | -2.4 | -20.5% | 1.7% | -4.4%
O=C1CCC(C(=O)O)N1 (stereo unspecified) | 0.3 | -0.1 | -4.1 | 1.3 | 12.0% | -2.0 | -1.9% | -4.5% | 4.4%
N#Cc1ccc(-c2ccccc2)nc1SCCN1CCOCC1 | 5.1 | -0.5 | 0.5 | 1.8 | 9.6%[57.1 µM] | 8.3 | -7.4% | 9.9% | -1.6%[57.1 µM]
CCOC(=O)C1CCCN(CC(=O)Nc2c(C(=O)OC)[nH]c3ccccc23)C1 (stereo unspecified) | x | -0.3 | x | 0.4 | 3.0% | 1.9 | -10.5% | -1.9% | 2.5%
Cc1cc(/C=C(\C#N)C(=O)NCc2ccco2)c(C)[nH]1 | 0.4 | -1.1 | 0.4 | 1.5 | -6.6% | 11.0 | -23.8% | 5.7% | -10.3%
